Pol kappa inh – blocks human DNA polymerase kappa activity; purified Pol kappa, fluorescent DNA synthesis assay, 10 min; Potency, µM (doses to about 107 µM), for inactives: at the highest dose activity, negative = inhibition, most hits filed as inhibitors; Q9UBT6; AID 588579; 400,000 compounds, 0.53% hits; further: potency means the concentration at half of the fitted maximal effect; on the % scale 0 is the no-effect control and ±100 the full control effect
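Kinetic fluorescence screen: compound preincubated 15 min RT with 10 nM enzyme; 50 nM substrate (final) initiates; reads at 0/10 min.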
Tb PGK inh – inhibitors of T. brucei phosphoglycerate kinase | P07378 | PGK/GAPDH coupled, Kinase-Glo luminescence, 60 min | Potency, µM (highest dose often 57.5 µM), without a hit: at the top dose activity change, negative = inhibition, hits mostly inhibitors | 380,000 compounds, 0.043% hits; further: potency means the concentration at half of the fitted maximal effect; on the % scale 0 is the no-effect control and ±100 the full control effect; nearly all actives have a fitted effect of over 60% in size
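Luminescent ATP detection (Kinase-Glo Plus) follows a 60-minute room-temperature incubation, with wells lacking PGK as controls. Buffer: 100 mM TEA (pH 7.6), 5 mM MgCl2, 0.01% Tween-20. Coupling enzyme GAPDH (100 nM final) supplies unstable 1,3-BPG in-well.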
Apoferritin bind – candidate novel general anesthetic via apoferritin binding | apoferritin/1-aminoanthracene competitive binding, fluorescence | 350,000 compounds, 0.074% hits | Potency, µM (doses to about 77.5 µM), for inactives: at the highest dose activity change, negative = displacement, usual class: inhibitors; further: potency means the concentration at half of the fitted maximal effect; on the % scale 0 is the no-effect control and ±100 the full control effect; nearly all actives have a fitted effect of over 20% in size
Target sequence (P02791 2-175 limits assumed): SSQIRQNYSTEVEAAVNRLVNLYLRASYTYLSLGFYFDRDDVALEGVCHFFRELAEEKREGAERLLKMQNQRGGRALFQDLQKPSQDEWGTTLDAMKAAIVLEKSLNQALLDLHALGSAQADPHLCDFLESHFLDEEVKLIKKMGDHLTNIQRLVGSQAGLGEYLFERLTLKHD
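Probe: 1-aminoanthracene (50% saturated, PBS). Protein: horse-spleen apoferritin, 10 uM. Incubation: 10 min, room temperature. Detection: 380 nm excitation, 535 nm emission. Analysis: normalized response, four-parameter Hill.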
Pol eta inh – blocks human DNA polymerase eta activity; 390,000 compounds, 1.2% hits; Potency, µM (top dose mostly 114 µM), without a hit: top-dose activity change, negative = inhibition, most hits filed as inhibitors; recombinant Pol eta, fluorescent DNA replication assay; Q9Y253; AID 588591; further: potency means the concentration at half of the fitted maximal effect; on the % scale 0 is the no-effect control and ±100 the full control effect
Target sequence (Q9Y253 whole entry, looked up): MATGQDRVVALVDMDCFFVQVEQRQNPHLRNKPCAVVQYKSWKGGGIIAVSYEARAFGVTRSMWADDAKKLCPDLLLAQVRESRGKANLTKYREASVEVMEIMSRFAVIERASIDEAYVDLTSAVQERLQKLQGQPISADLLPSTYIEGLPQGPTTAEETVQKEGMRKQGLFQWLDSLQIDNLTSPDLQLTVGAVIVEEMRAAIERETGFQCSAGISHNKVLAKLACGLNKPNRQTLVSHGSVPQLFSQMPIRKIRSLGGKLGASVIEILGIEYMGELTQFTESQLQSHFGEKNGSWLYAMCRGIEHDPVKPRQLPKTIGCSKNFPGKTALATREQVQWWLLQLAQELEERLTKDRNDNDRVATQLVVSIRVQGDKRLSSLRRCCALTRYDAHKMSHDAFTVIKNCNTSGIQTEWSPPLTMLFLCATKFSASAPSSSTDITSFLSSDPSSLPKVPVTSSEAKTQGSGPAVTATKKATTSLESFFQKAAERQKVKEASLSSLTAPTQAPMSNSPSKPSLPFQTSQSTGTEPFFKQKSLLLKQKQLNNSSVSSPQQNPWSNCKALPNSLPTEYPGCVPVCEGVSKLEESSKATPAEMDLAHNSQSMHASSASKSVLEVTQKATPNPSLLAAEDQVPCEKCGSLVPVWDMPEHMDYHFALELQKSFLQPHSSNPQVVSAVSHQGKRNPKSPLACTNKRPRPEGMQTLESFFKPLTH
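Pol eta at 10 nM preincubated with compounds 15 min at room temperature; reaction started with fluorescent substrate (50 nM final) and read kinetically at 0 and 10 min.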
BLM inh – blocks DNA unwinding by human BLM helicase; recombinant BLM DNA unwinding, fluorescence dequenching; Potency, µM (doses to about 56.1 µM), without a hit: at the highest dose activity change, negative = inhibition, actives largely listed as inhibitors; 350,000 compounds, 0.2% hits;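 further: potency means the concentration at half of the fitted maximal effect; plate controls were vehicle for no effect and no enzyme for full effect; nearly all actives have a fitted effect of over 35% in size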
APEX1 inh – blocks human APE1 abasic DNA cleavage. P27695. recombinant APE1, TAMRA/BHQ-2 abasic DNA cleavage fluorescence. 350,000 compounds, 0.35% hits. Potency, µM (doses to about 65.8 µM), for inactives: at the top dose activity change, negative = inhibition, most hits filed as inhibitors;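 further: potency means the concentration at half of the fitted maximal effect; plate controls were vehicle for no effect and reference inhibitor for full effect; nearly all actives have a fitted effect of over 55% in size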
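Quantitative HTS: incision of a TAMRA/BHQ-2 double-stranded substrate bearing a tetrahydrofuran abasic site by 0.75 nM APE1 raises fluorescence. Substrate 50 nM final, added after 15 min compound preincubation at room temperature; progress as third-minus-first kinetic read difference.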
POLB inh – DNA polymerase beta (human) inhibition | P06746 | Pol beta primer extension/strand displacement, fluorescence kinetic | Potency, µM (doses to about 114 µM), for the others: at the highest dose activity change, negative = inhibition, usual class: inhibitors | 340,000 compounds, 1.3% hits; further: potency means the concentration at half of the fitted maximal effect; on the % scale 0 is the no-effect control and ±100 the full control effect
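Curves were derived by four-parameter Hill fits of normalized qHTS data. The kinetic fluorescent primer-extension read was taken at 0 and 10 min after 50 nM substrate, following a 15 min room-temperature preincubation of 10 nM enzyme with compounds.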
Pol iota inh – blocks human DNA polymerase iota activity | Pol iota fluorescent replication assay, 10 min | 390,000 compounds, 1% hits | Q9UNA4 | Potency, µM (doses to about 115 µM), for the others: top-dose activity, negative = inhibition, actives largely listed as inhibitors; further: potency means the concentration at half of the fitted maximal effect
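Fluorescent replication assay read twice, at 0 min and 10 min after adding 50 nM (final) substrate. Enzyme (10 nM) and compounds were first incubated 15 min at room temperature; enzyme-free buffer wells were negative controls.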
RXFP1 antagonist – antagonists of human relaxin receptor RXFP1 | activity change, negative = inhibition, % at 57.5 µM | HEK293-RXFP1, relaxin-stimulated cAMP HTRF, 30 min; active compounds read low | 350,000 compounds, 0.59% hits | AID 1259400;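 active means activity change of -60% or lower, but not beyond a set lower limit; inconclusive means change between -60% and -40%, or beyond the set limit; inactive means change above -40%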; further: on the % scale 0 is the no-effect control and ±100 the full control effect
Active calls of the source: *; i = inactive; ? = inconclusive; nt = not tested or not shown; [ ] = another dose, or the depositor's remark. Unless noted, the call rests on the fitted dose curve; in most records, active means well fitted curve in the direction sought with a large enough effect; inconclusive means small, poorly fitted or top-dose-only effect, or another doubt; inactive means no such curve, though single readings can be large; an effect the other way counts as inactive or inconclusive. An excerpt; rates above refer to the full screens.

[1] COC(=O)C1=CN(CCOC23CC4CC(CC(C4)C2)C3)C=C(C(=O)OC)C1c1ccsc1
[2] CS(=O)(=O)n1nc(NCc2cccs2)nc1NCc1cccs1
[3] COc1ccc(CCNC(=O)c2c(C)cc(=O)oc2C)cc1OC
[4] Cc1ccc(N2C(=O)C(NC(=O)c3ccccc3)(C(F)(F)F)C3=C2CC(C)(C)CC3=O)cc1 (stereo not given)
[5] CCN(CC)CC(=O)Nc1cccc(S(=O)(=O)N2CCCC2)c1
[6] O=C(/C=C/c1ccccc1Cl)Nc1cccnc1
[7] Cc1ccc(-n2cnc3ncnc(-c4ccccc4)c32)cc1
[8] Cc1cccc(NC(=S)NCC(c2cccnc2)N2CCOCC2)c1C (stereo not given)
[9] COc1cc(OC)cc(-c2c(-c3ccc(F)cc3)c3cc(-c4ccc(SC)cc4)ccc3n2C)c1
[10] O=C(Cn1cc2c(n1)CCCC2)NCCCN1CCN(Cc2ccccc2)CC1
screen / no.,1,2,3,4,5,6,7,8,9,10
Pol kappa inh,-12%,1%,7%,-8%,-15%,?,-11%,-11%,-6%,23%
Tb PGK inh,1%,-2%,7%,-2%,-9%,-10%,3%,-9%,-1%,i
Apoferritin bind,415%[activator],-4%,-17%,-16%,-8%,-10%,-12%,-9%,nt,-18%
Pol eta inh,-21%,-2%,-21%,-20%,-6%,?,5%,-3%,1%,-13%
BLM inh,-13%,-6%,3%,-3%,1%,-1%,-6%,-3%,nt,-4%
APEX1 inh,0%,5%,1%,-2%,15%,4%,2%,0%,10%,-1%
POLB inh,6%,-1%,3%,3%,1%,12%,-19%,1%,nt,2%
Pol iota inh,130%[activator],48%[activator],41%[activator],109%[activator],-3%,?,-3%,0%,-13%,-3%
RXFP1 antagonist,-22,18,4,-1,-4,3,10,-2,nt,-7

Of the compounds above, these have a thiophene ring, fused or not:
[1] COC(=O)C1=CN(CCOC23CC4CC(CC(C4)C2)C3)C=C(C(=O)OC)C1c1ccsc1
[2] CS(=O)(=O)n1nc(NCc2cccs2)nc1NCc1cccs1
screen / no.,1,2
Pol kappa inh,-12%,1%
Tb PGK inh,1%,-2%
Apoferritin bind,415%[activator],-4%
Pol eta inh,-21%,-2%
BLM inh,-13%,-6%
APEX1 inh,0%,5%
POLB inh,6%,-1%
Pol iota inh,130%[activator],48%[activator]
RXFP1 antagonist,-22,18

Later entries:
[11] COc1ccc(-c2cc(C(F)(F)F)nc(SCC(=O)NCCc3ccccc3)n2)cc1OC
[12] O=C(CCN1C(=O)c2cccc3cccc(c23)C1=O)NC1CCS(=O)(=O)C1 (stereo not given)
[13] Cc1nc2cc(Nc3ccncc3)ccc2s1
[14] COC(=O)/C=C1/S/C(=N/NC(=O)c2ccc(Cl)cc2Cl)NC1=O
[15] NC(=O)c1ccsc1NC(=O)COC(=O)COc1ccc(C=O)cc1
[16] COc1ccccc1-c1coc2c(CN3C(C)CCCC3C)c(O)ccc2c1=O (stereo not given)
[17] CCCCCC(=O)Nc1ccc(NC(=O)c2cc3ccccc3o2)c(OC)c1
[18] O=C(CCNS(=O)(=O)c1ccccc1C(F)(F)F)NC1CCCCCC1
[19] COc1ccccc1C(=O)N(Cc1sccc1C)C1CCS(=O)(=O)C1 (stereo not given)
[20] COc1ccc(Cl)cc1NC(=O)CN1Cc2ccccc2C1=O
screen / no.,11,12,13,14,15,16,17,18,19,20
Pol kappa inh,-7%,-1%,-4%,-3%,-18%,-3%,1%,-23%,7%,-10%
Tb PGK inh,-5%,-8%,-2%,-7%,3%,-5%,4%,-8%,7%,8%
Apoferritin bind,?,7%,-7%,-12%,nt,7%,13%,nt,-17%,-6%
Pol eta inh,-21%,-14%,-10%,-6%,-13%,8%,4%,-5%,-18%,-15%
BLM inh,1%,-1%,-8%,-2%,nt,3%,-8%,nt,3%,-2%
APEX1 inh,nt,3%,2%,0%,11%,-10%,nt,12%,-2%,nt
POLB inh,?,5%,0%,-1%,nt,0%,14%,nt,2%,35%
Pol iota inh,2%,48%[activator],44%[activator],-11%,-16%,4%,-5%,24%,42%[activator],17%
RXFP1 antagonist,-6,-2,-8,-32,-5,0,nt,-3,-1,-8

[21] CC(Sc1nnc(C2CC2)n1C1CC1)C(=O)NC1(C#N)CCCCC1 (stereo not given)
[22] O=C(CN1CCOCC1)Nc1nc2cc([N+](=O)[O-])ccc2s1
[23] Cc1ccc(S(=O)(=O)NNC(=O)C(=O)NNc2ccccn2)cc1
[24] Cc1cccc(C(=O)NC(=S)Nc2ccc(Cc3ccncc3)cc2)c1
[25] CSc1nnc(SCC(=O)Nc2ccc3[nH]c(=O)[nH]c3c2)s1
[26] COc1ccc(OC)c(NC(=O)CN(c2ccc(C)cc2)S(=O)(=O)c2c(C)n[nH]c2C)c1
[27] COc1ccc(NC(=O)Nc2cccnc2)cc1
[28] COc1cccc(NC(=O)Nc2ccc3nc(C)c(C)nc3c2)c1
[29] CCOc1nc(NC2CCCC2)nc(N2CCC(C)CC2)n1
[30] O=C(c1ccccc1)N1CCN(CCc2ccncc2)CC1
screen / no.,21,22,23,24,25,26,27,28,29,30
Pol kappa inh,-9%,2%,9%,-21%,-5%,0%,-8%,-18%,-9%,8%
Tb PGK inh,-7%,-4%,i,3%,-8%,i,-11%,0%,-1%,7%
Apoferritin bind,nt,-12%,-7%,?,nt,-22%,-4%,0%,-2%,11%
Pol eta inh,-4%,-13%,-9%,2%,5%,-12%,-25%,-16%,-28%,-6%
BLM inh,nt,-7%,-1%,-9%,nt,-11%,-5%,-8%,-9%,1%
APEX1 inh,2%,18%,23%,-7%,2%,53%,-3%,-14%,26%,nt
POLB inh,nt,55%,24%,?,nt,-26%,-3%,26%,3%,25%
Pol iota inh,2%,6%,-7%,?,9%,53%[activator],145%[activator],51%[activator],111%[activator],7%
RXFP1 antagonist,-9,9,-13,10,6,9,5,8,?,9

[31] CCCCCNC(=O)C1c2ccccc2Oc2ccccc21
[32] COc1cc(OC)c(NC(=O)CN2C(=O)CCn3nc(-c4cccn4C)cc32)cc1Cl
[33] CCOc1ccc(-c2nnc(SCC(=O)Nc3cccc(C#N)c3)o2)cc1
[34] Cc1ccc(C(CCNC(C)c2cccs2)c2ccco2)cc1 (stereo not given)
[35] COc1cccc(NC(=O)C(C)N2C(=O)c3ccccc3S2(=O)=O)c1 (stereo not given)
[36] COc1ccc(/C=N/Nc2nncc3ccccc23)c(OC)c1
[37] C#CCNc1cc(C)nc2ncnn12
[38] Cn1c(=O)c2c(ncn2CC(=O)Nc2cccc(C(F)(F)F)c2)n(C)c1=O
[39] O=C1CNC(=O)/C1=C\N1CCN(C(c2ccccc2)c2ccccc2)CC1
[40] COc1cc(OC)c(NC(=O)N2CC=C(c3c[nH]c4ccccc34)CC2)cc1Cl
screen / no.,31,32,33,34,35,36,37,38,39,40
Pol kappa inh,-14%,-13%[60.1 µM],-5%,2%,-14%,-14%,-11%,3%,1%,-4%
Tb PGK inh,nt,i,-3%,-14%,6%,-6%,0%,-6%,-1%,2%
Apoferritin bind,-3%,-4%,-18%,-13%,nt,-15%,-6%,-3%,-15%,-13%
Pol eta inh,-7%,?,-3%,-13%,-5%,-18%,-7%,-24%,-12%,7%
BLM inh,-2%,-1%,-5%,-2%,nt,-3%,-1%,1%,0%,-10%
APEX1 inh,11%,nt,nt,1%,7%,1%,1%,nt,?,nt
POLB inh,30%,9%,?,0%,nt,12%,17%,-23%,22%,10%
Pol iota inh,-18%,41%[activator],?,6%,16%,2%,13%,23%,-8%,-21%
RXFP1 antagonist,18,-2,nt,-16,-13,-15,-4,-4,-25,-22

[41] CC1(C)C(c2ccccc2)=[N+]([O-])CN1O
[42] O=C(c1ccco1)n1nc(-c2ccccc2)nc1NCc1ccc(F)cc1
[43] Cc1ccc(C2Nc3ccccc3NC3=C2C(=O)OC(C)C3)cc1 (stereo not given)
[44] CC(C)Cc1nc(SCC(=O)N2CCCC2)c2c(=O)n(C)c(=O)n(C)c2n1
[45] N#Cc1c(-c2ccccc2)cc(-c2ccccc2)nc1SCC(O)CS(=O)(=O)Cc1ccc(Cl)cc1 (stereo not given)
[46] Cc1ccc(-c2ccnc3nc(Sc4ncc(C(F)(F)F)cc4Cl)nn23)cc1
[47] COc1ccc(CCN(C)C(=O)CN2C(=O)NC3(CCCCCC3)C2=O)cc1OC
[48] Nc1nnc(CC(=O)N/N=C/c2ccc(-c3ccccc3)o2)s1
[49] O=C(Nc1ccc(Cl)cc1)N1CCN(Cc2ccc3c(c2)OCO3)CC1
[50] O=C(COC(=O)c1nn(-c2ccccc2C(F)(F)F)cc1O)c1ccc(OC(F)F)cc1
[51] CC(NS(=O)(=O)c1ccc2c(c1)CC(C)N2C(=O)C1CC1)c1ccccc1 (stereo not given)
screen / no.,41,42,43,44,45,46,47,48,49,50,51
Pol kappa inh,5%,-1%,-12%,12%,-4%,-9%,-16%,-4%[60.1 µM],-6%,-1%,-14%
Tb PGK inh,11%,3%,8%,-3%,i,-4%,-8%,-7%,-8%,i,-3%
Apoferritin bind,-10%,0%,1%,-13%,2%,?,nt,-3%,6%,nt,-3%
Pol eta inh,-9%,?,-8%,-7%,-2%,-18%,-10%,-11%,-18%,-23%,-15%
BLM inh,1%,-1%,0%,1%,-10%,-1%,nt,-1%,-4%,nt,-2%
APEX1 inh,-2%,nt,-1%,6%,nt,-7%,-8%,3%,-7%,-7%,-3%
POLB inh,6%,?,-27%,37%,-9%,1%,nt,10%,0%,nt,6%
Pol iota inh,13%,-1%,132%[activator],16%,2%,4%,9%,18%,-15%,38%[activator],47%[activator]
RXFP1 antagonist,-5,nt,-9,-6,nt,-8,-1,0,7,-13,3
